Screens: PubChem, several laboratories
STK33 inh: blocks human STK33 kinase activity | AID 2661 | Q9BYT3 | inhibition, % at 10 µM | 320,000 compounds, 0.073% hits | purified STK33, MBP phosphorylation, ADP-Glo luminescence;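 active means inhibition at or above 25%, using the most active replicate where run in duplicate; inactive means inhibition below 25%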
Target sequence (Q9BYT3 whole entry, looked up): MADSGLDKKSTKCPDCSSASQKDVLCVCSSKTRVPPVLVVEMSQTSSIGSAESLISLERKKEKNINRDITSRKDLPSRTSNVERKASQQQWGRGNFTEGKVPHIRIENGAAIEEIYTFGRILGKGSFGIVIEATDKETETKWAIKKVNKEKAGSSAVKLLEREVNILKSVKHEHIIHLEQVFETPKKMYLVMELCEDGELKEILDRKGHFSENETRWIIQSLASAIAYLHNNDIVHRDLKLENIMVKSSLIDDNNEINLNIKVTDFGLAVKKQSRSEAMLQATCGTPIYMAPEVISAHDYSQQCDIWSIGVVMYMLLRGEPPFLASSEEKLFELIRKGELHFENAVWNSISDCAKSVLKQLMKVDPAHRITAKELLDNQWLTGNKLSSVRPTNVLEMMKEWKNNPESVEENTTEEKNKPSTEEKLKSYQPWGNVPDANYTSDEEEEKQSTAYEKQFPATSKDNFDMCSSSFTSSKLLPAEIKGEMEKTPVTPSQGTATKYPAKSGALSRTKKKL
OX1R FRET antag: OX1R (human) antagonism | 330,000 compounds, 1.8% hits | inhibition, % at 6.6 µM | OX1R-expressing cells, FRET antagonist read-out | O43613; in the data active means inhibition mostly above about 38%, no sharp cut-off; inactive means mostly below about 40%;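 further: 0% = agonist challenge alone and 100% = reference antagonist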
Target sequence (O43613 whole entry, looked up): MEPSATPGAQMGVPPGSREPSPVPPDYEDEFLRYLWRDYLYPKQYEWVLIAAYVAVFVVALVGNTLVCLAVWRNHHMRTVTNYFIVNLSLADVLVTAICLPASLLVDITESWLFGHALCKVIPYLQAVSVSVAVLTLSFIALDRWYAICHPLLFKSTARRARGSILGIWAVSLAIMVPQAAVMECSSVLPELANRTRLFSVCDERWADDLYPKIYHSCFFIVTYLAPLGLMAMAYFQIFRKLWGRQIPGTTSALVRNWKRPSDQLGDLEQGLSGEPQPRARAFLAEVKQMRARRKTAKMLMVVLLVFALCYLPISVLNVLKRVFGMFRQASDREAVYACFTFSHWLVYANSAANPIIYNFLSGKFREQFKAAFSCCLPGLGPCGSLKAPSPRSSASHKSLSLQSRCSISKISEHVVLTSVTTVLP
Numbers without * were called inactive; · = not tested or not shown; & = joins results of further samples. Not all compounds are listed; rates above refer to the full screens.

Below each SMILES – OX1R FRET antag | STK33 inh
> O=c1[nH]c(=O)n(-c2ccc(F)cc2)c(O)c1/C=C1\C=Nc2ccccc21
    10 | -0.5
> CC1(C)CC[C@]2(C)CC[C@]3(C)C4C[C@@H]5OO[C@@]6(O5)C(CCCC6(C)C)[C@]4(C)CC[C@@]3(C)C2C1 (stereo partly drawn)
    9 | -2.5
> CN(C)C(=O)Oc1ccc(Br)cc1C(=O)Nc1ccc(F)c(Cl)c1
    5 | -1.6
> Cc1c(C(=O)N2CCC3(CC2)OCCO3)sc2ncnc(N3CCN(c4ccccn4)CC3)c12
    12 | 5.6
> O=C(N/N=C/c1c(O)n(C2CC2)c(=S)[nH]c1=O)c1ccccc1
    48* | -2.2
> Cc1ccc(/C=C2\C(=O)NC(=S)N(c3cccc(F)c3)C2=O)o1
    -9 | -2.2
> CNP1(NC)=NC(C(F)(F)F)=NC(C(F)(F)F)=N1
    9 | -0.7
> COP(=O)(NS(=O)(=O)c1ccccc1)OC
    8 | -0.8
> CCOC(=O)CC1=C(C(=O)OCC)C2(C(=O)N1CC(=O)OC)C(C#N)=C(N)Oc1ccccc12 (stereo not drawn)
    12 | -0.1
> CCc1nnc(NC(=O)CCc2nc(C3=CCN(C)CC3)no2)s1
    98* | 2.4
> CCC(=O)c1c(O)n(C2CCCCCC2)c(=O)[nH]c1=O
    25 | -3.4
> Cc1ccc(N)cc1N
    15 | 0.2
> COc1ccc(C(O)C(C)NC(C)C(O)c2ccc(OC)cc2)cc1 (stereo not drawn)
    5 | 3.6
> CP(C)(=O)CCC(=O)O
    6 | -0.4
> Cc1nc2c(c(C)nn2-c2ccccc2)c(C)c1CCC(=O)N1CCC2(CC1)OCCO2
    24 | -0.2
> COc1cc(/C=C2\C(=O)NC(=O)N(c3ccc(C)cc3)C2=O)cc(OC)c1O
    12 | 0.1
> CN/C=C(/Cl)P(=O)(OC(C)C)OC(C)C
    17 | -1.4
> CCN(CC)CCN=Cc1c(O)n(C2CCCCCC2)c(=O)[nH]c1=O
    7 | 0.9
> c1ccc(C2NCCc3[nH]cnc32)cc1 (stereo not drawn)
    9 | -1.5
> COc1cccc(CNCCc2ccc(F)cc2)c1
    -10 | -0.8
> N=c1ccccn1Cc1ccccc1
    13 | -2.6
> C[C@@H]1O[C@@H](O[C@H]2C[C@@H](O)[C@]3(CO)[C@@H]4C(CC[C@]3(O)C2)[C@@]2(O)CC[C@H](C3COC(=O)C3)[C@@]2(C)C[C@H]4O)[C@H](O)[C@H](O)[C@H]1O (stereo partly drawn)
    5 | -0.2
> Nc1ccc(C2(c3ccc(N)cc3)c3ccccc3-c3ccccc32)cc1
    15 | -2.7
> CC(C(=O)c1ccc(Cl)cc1Cl)n1cncn1 (stereo not drawn)
    -5 | 0.2
> CCCCn1c(C)c(C(=O)OCC)c2c(CN3CCCC3)c(O)ccc21
    16 | -0.6
> CCCCCCOc1ccc(CN2CCN(CC)CC2)cc1
    20 | -1.1
> C=CCn1c(O)c(C(C)=Nc2ccc(N(C)C)cc2)c(=O)[nH]c1=O
    17 | -1.0
> N/C(=N\[N+](=O)[O-])N1CCN(C(=O)c2ccccn2)CC1
    17 | 4.4
> CCCn1cc(C(=O)O)cn1
    10 | 1.5
> Cc1c(C=C2C(=O)N(C)C(=S)N(C)C2=O)c2ccccc2n1CC(=O)NCC1CCCO1 (stereo not drawn)
    · | -1.8
> COC(=O)CC(NC(=S)N1CC2C[C@@H](C1)Cn1c2cccc1=O)C(=O)OC (stereo partly drawn)
    12 | -1.8
> COc1ccc(N=Cc2c(O)n(Cc3cccs3)c(=O)[nH]c2=O)cc1
    20 | 1.1
> O=C(NCc1ccccc1)c1cccn(Cc2ccccc2)c1=O
    4 | 0.2
> Fc1ccc(CN2CCN(c3ccc(Cl)cc3)CC2)cc1
    7 | -0.7
> O=C(O)CCn1cc(C=C2C(=O)NC(=S)NC2=O)c(-c2cccc(Br)c2)n1
    10 | -2.7
> Cc1ccc(-n2c(O)c(/C=N/N3CCOCC3)c(=O)[nH]c2=S)cc1
    2 | -1.4
> O=[P+](Cc1ccccc1)Cc1ccccc1
    9 | 0.6
> CCCOC(=O)Nc1ccc([As](=O)(O)O)cc1NC(=O)OCCC
    14 | 6.0
> CN(C)C(=O)Oc1ccc(OCc2cccc[n+]2C)cc1
    13 | -0.6
> CCCCn1c(O)c(C(C)=NCc2ccc3c(c2)OCO3)c(=O)[nH]c1=O
    12 | -4.4
> CC1(C)CC(=O)C(C2(O)C(=O)NC(=O)NC2=O)=C(O)C1
    0 | -2.2
> CC(C)Sc1nnc([C@@H](N)Cc2c[nH]c3ccccc23)o1
    40* | -0.8
> COc1ccc(/C=C2/C(=O)N(Cc3ccco3)C(=O)N(C(C)C)C2=O)cc1
    15 | -0.3
> O=C(O)C1C2CC3CC(C2)CC1(n1ncc(N2CCC4(CC2)OCCO4)c(Cl)c1=O)C3 (stereo not drawn)
    32 | -0.6
> O=C(NCNC(=O)NC1C(=O)NC(=O)N1CO)NC1C(=O)NC(=O)N1CO (stereo not drawn)
    15 | -0.8
> Oc1ccc(C2NCc3ccccc3-n3cccc32)cc1Cl (stereo not drawn)
    23&4 | -0.4&0.6
> COc1cc(C(=O)Nc2ccc(Br)cc2C(=O)c2ccccc2Cl)cc(OC)c1OC
    22 | 0.3
> O=c1cccc2n1CC1CNC[C@H]2C1
    7 | -0.7
> OCCOCC#CCN1CCOCC1
    8 | -0.1
> C=C1C[C@]2(O)[C@@]3(C)CCC(=O)C(C)(C)C3=C(O)C(=O)[C@@]2(C)[C@@H]2C(=O)O[C@@](C)(C(=O)OC)C(=O)[C@@]12C
    8 | -0.8
> CCCCCCC(=O)N/N=C/c1c(O)n(CCc2ccccc2)c(=O)[nH]c1=O
    21 | -1.5
> COC(=O)C1=C(c2ccc(F)cc2F)C[C@@H]2CC[C@H]1N2C(=O)N1CCC(O)(c2ccc(Cl)cc2)CC1
    1 | 0.1
> O=c1cccc2n1CC1CC2CN(S(=O)(=O)c2cc(Cl)ccc2Cl)C1 (stereo not drawn)
    25 | -1.3
> CC(N=Cc1c(O)n(C2CC2)c(=S)[nH]c1=O)c1ccccc1 (stereo not drawn)
    5 | -1.0
> CCOC(=O)C1CN(C)CCC1=O (stereo not drawn)
    24 | -0.1
> O=C(Cn1cnc2sc3c(c2c1=O)CCCC3)NCCCC(=O)N1CCC2(CC1)OCCO2
    19 | -5.4
> COc1cc2c(cc1OC)[C@@H]1C(=O)c3ccc4c(c3O[C@@H]1CO2)C[C@H](C(C)C)O4
    57 | -0.1
> O=[N+]([O-])c1ccc(N2CCNCC2)cc1N1CCCCC1
    19 | -2.0
> CCC(=NCc1ccco1)c1c(O)n(C)c(=O)n(C)c1=O
    6 | -0.9
> CCc1cccc2c(C#N)cn(CC(=O)N3CCOCC3)c12
    11 | -0.9

Next part.
Below each SMILES – OX1R FRET antag | STK33 inh
> CC(=NCc1ccco1)c1c(O)n(-c2ccccc2C)c(=O)[nH]c1=O
    5 | -0.7
> CC(=O)NC(C)Cc1ccccc1 (stereo not drawn)
    20 | -2.2
> CN1CCN(CC(=O)Nc2ccc([N+](=O)[O-])cc2C(=O)c2ccccc2)CC1
    31 | 0.3
> O=C1NC(=O)N(Cc2ccccc2Cl)C(=O)/C1=C/N1CCOCC1
    23 | 20
> O=C(O)C(Cl)(Cl)Cl
    13 | -0.3
> CCN(CC)C(=O)c1ccc(N2C(=O)C3CC=C(Cl)CC3C2=O)cc1 (stereo not drawn)
    18 | ·
> CC/C(=N\NC(=O)c1ccccc1)c1c(O)n(Cc2ccccc2)c(=O)[nH]c1=O
    9 | -1.6
> Clc1ccc(-c2nc3ccc(Cl)cn3c2CN2CCCCC2)cc1
    · | 1.0
> CCOc1cc(CNC(C)C(O)c2ccccc2)cc(Cl)c1OCC (stereo not drawn)
    8 | -1.8
> COC(=O)C1=C(c2cccc(OC)c2OC)C[C@@H]2CC[C@H]1N2C(=O)N1CCOCC1
    21 | -0.3
> FC(F)(F)c1ccc2c(c1)N(CCCN1CCN(CCCl)CC1)c1ccccc1S2
    1 | 1.5
> CN(C)C(=S)SSC(=S)N(C)C
    20 | 0.0
> CCC(C)n1c(O)c(C=NCCN2CCOCC2)c(=O)[nH]c1=S (stereo not drawn)
    8 | -3.1
> CCC(=Nc1cccc(C(F)(F)F)c1)c1c(O)n(C)c(=O)n(C)c1=O
    11 | -1.1
> CCc1cc(=O)[nH]c(SCCCF)n1
    4 | -1.4
> COC(=O)C1=C(c2ccc(F)cc2F)C[C@@H]2CC[C@H]1N2C(=O)N1CCOCC1
    2 | -0.8
> COc1ccc(CNC(=O)C(NC(C)=O)C(C)C)cc1OC (stereo not drawn)
    12 | -2.2
> Cc1ccccc1CC(=O)N(CCN(C)C)CC1CCCN(Cc2ccccc2F)C1 (stereo not drawn)
    5 | -1.6
> COC(=O)C(O)(c1ccc(NC(=S)NC(=O)c2ccccc2)cc1)C(F)(F)F (stereo not drawn)
    15 | -1.3
> COc1ccc(-c2[nH]ncc2CNC(C)Cc2ccsc2)c(F)c1 (stereo not drawn)
    2 | -0.2
> Cn1c(O)c(C=NCCc2c[nH]c3ccccc23)c(=O)n(C)c1=O
    15 | 1.9
> O=C(NCC(c1cccnc1)N1CCN(c2ccc(F)cc2)CC1)Oc1ccccc1 (stereo not drawn)
    9 | -0.8
> C=CC[N+]1(C)C2CCC1CC(O)C2 (stereo not drawn)
    18 | -0.5
> O=C(CSc1ccccc1)N1CCC2(CC1)OCCO2
    16 | 1.2
> C[C@]12CC[C@@H](O)CC1=CCC1C2CC[C@@]2(C)C1C[C@@H](F)[C@@H]2O (stereo partly drawn)
    5 | 1.9
> CN=C(SCC(=O)c1cccc(Cl)c1)c1c(O)n(C)c(=O)n(C)c1=O
    0 | -1.3
> CCc1ccccc1NC(=O)CNCc1ccccc1
    14 | 0.5
> C[C@@H]1O[C@@H](O[C@@H]2C=C3CCC4C(CC[C@]5(C)[C@@H](c6ccc(=O)oc6)CC[C@]45O)[C@@]3(C)CC2)[C@H](O)[C@H](O)[C@H]1O (stereo partly drawn)
    10 | 1.5
> CC1CCN(S(=O)(=O)c2ccc(NN=C(C#N)C#N)cc2)CC1
    101* | ·
> O=C1NCN(c2ccccc2)C12CCNCC2
    -1 | 2.6
> CN(C)CCNC(=O)c1cccn(Cc2cccc(C(F)(F)F)c2)c1=O
    16 | 0.9
> COc1ccc(CC(=O)N(C)C2CCCN(Cc3ccccc3F)C2)cc1OC (stereo not drawn)
    9 | -1.5
> O=C(Nc1ccc(Cl)cc1C(=O)c1ccccc1)c1ccc(Br)o1
    36 | -0.3
> CCc1cc(=O)oc2cc(OCC(=O)N3C[C@H]4C[C@@H](C3)c3cccc(=O)n3C4)ccc12
    11 | -1.1
> CN1C(=O)N(C)C(=O)C2(Cc3cc(NC(=O)c4ccccc4)ccc3N3CCCC32)C1=O (stereo not drawn)
    11 | -0.7
> CN(Cc1ccccc1)Cc1ccccc1OC(=O)N(C)C
    11 | -2.0
> COC(=O)C1=C(c2ccccc2)C[C@@H]2CC[C@H]1N2C(=O)NC(C)C
    27 | -0.8
> CC(=NCc1ccco1)c1c(O)n(-c2ccc(C)cc2)c(=O)[nH]c1=O
    12 | -3.6
> O=c1[nH]c(=S)n(Cc2ccc(F)cc2)c(O)c1/C=N/N1CCCCC1
    18 | -0.7
> COC(=O)c1cn(C(=O)c2cccc3ccccc23)c2ccccc12
    6 | -1.0
> CC(=NCc1ccc2c(c1)OCO2)c1c(O)n(-c2ccc(C)cc2)c(=O)[nH]c1=O
    10 | -0.8
> CCN(CCNc1ccc([N+](=O)[O-])c2cccnc12)S(=O)(=O)c1ccccc1
    16 | ·
> CC12CCCCC1N(O)CN2O (stereo not drawn)
    12 | 0.1
> CCCNC(=O)N1[C@H]2CC[C@@H]1C(C(=O)OC)=C(c1ccc(-c3ccccc3)c(F)c1)C2
    12 | -0.7
> CC#CP(=O)(OCC)C(O)(c1ccccc1)C(F)(F)F (stereo not drawn)
    1 | -1.7
> CCC(=NCc1cccnc1)c1c(O)n(C2CCCCC2)c(=O)[nH]c1=O
    10 | 8.4
> CCCCCn1c(=O)c(C(=O)NCc2ccccc2Cl)c(O)c2ccccc21
    8 | -0.5
> O=C1NC(=O)N(Cc2ccccc2)C(=O)/C1=C/C=C/c1ccco1
    6 | -1.0
> Cc1nc2ccc(Cl)cn2c1P(=S)(N1CCOCC1)N1CCOCC1
    5 | 0.2
> CCCCc1ccc(C(=O)O)nc1
    12 | 0.1
> Cc1ccc(C)c(NC(=O)CSc2nnc([C@@H](N)Cc3c[nH]c4ccccc34)o2)c1
    15 | 0.9
> CNC(C)Cc1ccccc1Sc1ccc(O)cc1 (stereo not drawn)
    6 | -0.1
> Cc1cccc(N=Nc2ccc(N(C)C)cc2)c1
    -1 | -1.0
> CCCCCCN=Cc1c(O)n(C)c(=O)n(C)c1=O
    36 | -1.2
> O=c1c2ccccc2nc(/C=C/c2ccccc2F)n1-c1ccccc1O
    2 | 0.0
> CC/C(=N\Nc1ccccc1)c1c(O)n(C)c(=O)n(C)c1=O
    31 | -3.3
> Cc1ccc(S(=O)(=O)NCC2CCC(C(=O)N3CCC4(CC3)OCCO4)CC2)cc1 (stereo not drawn)
    14 | 1.6
> O=C(COc1ccc(Cl)cc1)N1CCN(Cc2ccc([N+](=O)[O-])cc2)CC1
    18 | -2.7
> COc1ccc(C(=O)C2CCCN(Cc3ccsc3)C2)cc1OC (stereo not drawn)
    0 | -1.7

An excerpt of these results, with tabs.
Molecule	OX1R FRET antag	STK33 inh
COc1ccc(N=Cc2c(O)n(Cc3cccs3)c(=O)[nH]c2=O)cc1	20	1.1
O=C(COc1ccc(Cl)cc1)N1CCN(Cc2ccc([N+](=O)[O-])cc2)CC1	18	-2.7
O=C(Cn1cnc2sc3c(c2c1=O)CCCC3)NCCCC(=O)N1CCC2(CC1)OCCO2	19	-5.4
CN/C=C(/Cl)P(=O)(OC(C)C)OC(C)C	17	-1.4
COC(=O)C1=C(c2ccc(F)cc2F)C[C@@H]2CC[C@H]1N2C(=O)N1CCOCC1	2	-0.8
Fc1ccc(CN2CCN(c3ccc(Cl)cc3)CC2)cc1	7	-0.7
